From PubChem
D2 agonist: agonists of human D2 dopamine receptor; AID 485358; 340,000 tested, 0.53% active; activation, % at 2 µM; HEK293 T-REx D2 cells, calcium flux agonist mode;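 active = activation over 3 SD above normal in the single-dose calcium agonist read, cut at about 30% in these data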; note: 0% is about no effect
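HEK293 Trex D2 cells, tetracycline-induced, o/n 30 C 5% CO2; no-wash Ca dye, RT 30–90 min; 10-cycle baseline, 23 nl cpd added, kinetic Ca read 180 s; agonist hits = positive Ca response.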
D1 antagonist: human D1 dopamine receptor antagonism; P21728; HEK293 TREx D1 cells, calcium flux, dopamine EC80; stronger effect = lower value; activity change, negative = inhibition, % at 10 µM; 360,000 tested, 3.2% active; AID 504652; in the data active = activity change below about -30%; note: % is set by controls: 0 for no effect and ±100 for the full control effect
Target sequence (P21728 whole entry, looked up): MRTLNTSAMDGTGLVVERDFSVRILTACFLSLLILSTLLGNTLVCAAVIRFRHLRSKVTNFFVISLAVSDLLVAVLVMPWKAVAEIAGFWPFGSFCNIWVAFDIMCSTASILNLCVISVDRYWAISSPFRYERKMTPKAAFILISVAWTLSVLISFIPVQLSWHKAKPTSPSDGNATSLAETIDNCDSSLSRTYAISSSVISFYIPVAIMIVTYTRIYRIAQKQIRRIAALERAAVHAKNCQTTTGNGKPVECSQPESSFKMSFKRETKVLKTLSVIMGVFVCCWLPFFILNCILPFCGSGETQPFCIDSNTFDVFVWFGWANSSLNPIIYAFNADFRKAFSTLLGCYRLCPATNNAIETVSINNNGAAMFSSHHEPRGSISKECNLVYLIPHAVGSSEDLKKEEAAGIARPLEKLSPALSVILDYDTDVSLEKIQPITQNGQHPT
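HEK293 T-REx cells expressing inducible, force-coupled D1 receptor; no-wash Ca dye, 30–90 min RT. Cmpd → 180 s read at 1 Hz → EC80 DA → 180 s read.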
TRHR ag: agonists of human TRH receptor; P34981; TRHR cells, calcium flux fluo-8, FDSS agonist mode; activation, % at 2 µM; 360,000 tested, 0.18% active; AID 493084; note: 0% is about no effect
Target sequence (P34981 whole entry, looked up): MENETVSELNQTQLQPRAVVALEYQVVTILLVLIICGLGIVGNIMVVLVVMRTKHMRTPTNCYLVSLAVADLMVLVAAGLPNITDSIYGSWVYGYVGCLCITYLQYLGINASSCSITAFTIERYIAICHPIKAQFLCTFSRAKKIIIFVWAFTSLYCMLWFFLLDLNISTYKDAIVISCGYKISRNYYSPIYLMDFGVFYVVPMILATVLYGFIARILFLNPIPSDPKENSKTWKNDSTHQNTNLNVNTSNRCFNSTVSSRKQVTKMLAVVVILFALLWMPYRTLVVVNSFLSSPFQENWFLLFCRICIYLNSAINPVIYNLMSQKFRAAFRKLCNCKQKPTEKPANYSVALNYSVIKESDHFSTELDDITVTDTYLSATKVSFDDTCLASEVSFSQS
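Read-out: compound-evoked intracellular calcium rise in TRHR cells, fluo-8 dye, kinetic FDSS fluorescence at 1 s/cycle following a 10-cycle baseline. Cells cultured overnight before dye loading (30 min–1.5 h, RT).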
D2 potentiator: positive allosteric modulators of human D2 dopamine receptor | HEK293 T-REx D2, calcium flux, EC20 dopamine potentiation | potentiation, % at 10 µM | 340,000 tested, 0.34% active | AID 485347;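 active = potentiation over 3 SD above the plate norm, cut at about 30% in these data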; note: 0% is about no effect
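Primary screen. Calcium kinetics in induced HEK293 T-REx D2 cells: compound pre-addition 180 s, EC20 dopamine, 180 s more.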
RXFP1 antag: RXFP1 (human) relaxin receptor antagonism; Q9HBX9; HEK293-RXFP1, relaxin-stimulated cAMP HTRF, 30 min; stronger effect = lower value; activity change, negative = inhibition, % at 57.5 µM; 350,000 tested, 0.59% active;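 active = activity change of -60% or lower, but not beyond a set lower limit; inconclusive = change between -60% and -40%, or beyond the set limit; inactive = change above -40%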; note: % is set by controls: 0 for no effect and ±100 for the full control effect
D2 antagonist: D2 dopamine receptor (human) antagonism. HEK293 TREx D2 cells, calcium flux, dopamine EC80. inhibition, % at 10 µM. 340,000 tested, 2% active; in the data active = inhibition above about 30%; note: 0% is about no effect
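In this primary screen, negative modulation is detected by tracking calcium flux after an EC80 dopamine challenge in inducible HEK293 T-REx D2 cells preexposed to test compound for 180 s.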
D1 potentiator: potentiators of human D1 dopamine receptor; potentiation, % at 10 µM; HEK293 TREx D1 cells, calcium flux, dopamine EC20 potentiation; P21728; 360,000 tested, 0.036% active; in the data active = potentiation above about 30%; note: 0% is about no effect
D1 ag: human D1 receptor agonism. activation, % at 2 µM. HEK293 T-REx D1 cells, calcium flux, agonist mode. 360,000 tested, 1% active; note: 0% is about no effect
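Inducible HEK293 T-REx D1 cells, force-coupled to calcium signalling, were plated at 4000 cells/well with tetracycline and held overnight at 30 C. After no-wash calcium dye loading, compound-evoked calcium rise over 180 s flagged agonists.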
TRHR PAM: allosteric enhancers of human TRH receptor | P34981 | TRHR cells, fluo-8 calcium fluorescence, EC20 TRH enhancement | enhancement, % at 2 µM | 360,000 tested, 0.66% active | AID 493056; in the data active = enhancement above about 30%; note: 0% is about no effect
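Enhancer read-out: after compound pinning and an initial kinetic agonist-mode read, an EC20 of TRH (10 nM final) was injected and fluo-8 calcium signal (Ex 480/Em 530) followed at 1 s/cycle for 100 cycles in TRHR-expressing cells.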
An asterisk follows results filed as active; ? = inconclusive; / = no result given. Cut-off read from the data, not from the text of the source, unless noted: active = activation above about 30%; inactive = the rest.

SMILES	D2 agonist	D1 antagonist	TRHR ag	D2 potentiator	RXFP1 antag	D2 antagonist	D1 potentiator	D1 ag	TRHR PAM
COc1ccc(-c2cc3c(=O)n(CC(=O)N4CCCC4)ncn3n2)cc1	1.1	-5	0.9	-4	9	20	12	3	-4
N/C(=N\OC(=O)c1ccco1)c1ccc(Cl)cc1	1.5	4	-0.5	2	-2	-17	-4	2	2
COc1ccc(/C=C(\C#N)C(=O)NC2CCS(=O)(=O)C2)cc1OC (centres undefined)	1.5	-26	0.0	2	/	-10	3	0	14
CC(=O)NC(CC(=O)NCCCn1ccc2ccccc21)c1ccccc1 (centres undefined)	-6.4	-1	0.5	-15	-2	-14	/	11	-1
Cc1ccc(S(=O)(=O)NCC(=O)OCc2csc(-c3ccccc3)n2)cc1	-1.0	4	-0.9	13	/	-2	-3	2	33*
Cc1ccc(S(=O)(=O)NC(=O)c2cc(C)n(CCCn3ccnc3)c2C)cc1	1.0	-2	0.0	6	-3	-5	2	1	5
CC(C)CN(CC(C)C)CC(O)COc1ccccc1Br (centres undefined)	-0.9	-14	0.8	-18	-35	-15	0	4	3
CC(C)c1ccc(Nc2cc(C(=O)NC3CCCCC3)c3ccccc3n2)cc1	-0.2	15	0.7	2	-1	/	2	0	0
O=C(O)CN1C(=O)/C(=C\C(Br)=C\c2ccccc2)SC1=S	1.2	5	1.9	-2	-17	-8	-2	4	-2
CCOc1ccc(CNC(=O)c2ccc(NC(=O)N3CCCCc4ccccc43)cc2)cc1	0.0	11	-0.9	0	/	/	-2	6	8
Cc1ccc(OCC(=O)N2CCCc3ccccc32)cc1	0.8	3	-0.3	-4	-3	-21	-2	0	-7
CC1CCC(C(C)C)C(OC(=O)COC(=O)c2ccc(=O)[nH]c2)C1 (centres undefined)	1.7	4	0.4	16	-8	6	4	3	8
NC(=O)COc1ccc(/C=N\NC(=O)CC(=O)NCCc2ccccc2)cc1	-0.5	-5	-0.5	-3	2	-14	-3	1	-13
O=C(O)c1ccc(C2SCC(=O)N2Cc2ccccc2)cc1 (centres undefined)	0.3	-2	0.2	4	-8	-6	-9	-3	-1
CCOC(=O)/C(C#N)=C\c1ccc(CC)s1	0.4	2	-0.4	-11	5	-14	5	-1	6
COc1ccc(S(=O)(=O)Nc2cc3c(C(C)=O)c(C)oc3c3ccccc23)cc1	/	-2	0.8	4	-3	/	-2	0	8
CCN(C(=O)COC(=O)CNS(=O)(=O)c1ccc(SC)c([N+](=O)[O-])c1)C1CCCCC1	/	-5	-0.2	/	1	/	8	4	-15
O=C(Cn1nnc(-c2ccccc2)n1)Nc1ccccc1N1CCOCC1	0.2	35	0.0	24	5	4	-1	-3	5
Cc1ccc(S(=O)(=O)N2CCN(C(=O)c3ccc(Br)o3)CC2)c(C)c1	-0.1	9	-1.2	1	-6	14	-8	-3	-9
Cc1ccnc(NS(=O)(=O)c2ccc(NC(=O)c3ccc(N4C(=O)CCC4=O)cc3)cc2)n1	1.5	5	-0.5	-7	9	-5	-5	-1	-1
CNC(=S)N1N=C(c2ccccc2)CC1c1ccccc1Cl (centres undefined)	-0.1	-12	-0.9	9	12	-5	-6	0	-3
O=C(NC(=S)Nc1ccc(C(F)(F)F)cc1)c1csnn1	-0.1	0	0.7	-4	-9	-4	1	5	-5
O=C(NC1CCCCCC1)c1c2c(nc3ccccc13)CCN(Cc1ccccc1)C2	0.2	12	0.3	-9	-2	-8	-4	0	-2
CCCn1c(=N)n(CC(=O)c2ccc(Cl)cc2)c2ccccc21	-0.6	43	-0.2	-1	-6	2	-4	3	-1
CCCCCCC(=O)N1CCCC(c2nc(-c3cccc(OC)c3)no2)C1 (centres undefined)	2.5	-11	1.3	8	-31	-1	-2	9	2
Cc1cc2c(s1)c1cnn(Cc3ccccc3F)c(=O)c1n2Cc1ccccc1F	/	-3	0.8	/	/	/	15	3	-3
CC(=O)N/N=C/c1cc(C(C)C)cc(/C=N/NC(C)=O)c1O	-0.4	2	0.4	-36	1	9	-1	3	17
O=C(CSc1ncnc2ccccc12)NCCc1ccccc1	0.4	-3	0.9	-5	3	5	-4	3	-6
CN(CC(=O)NC1CC1)S(=O)(=O)c1ccc(Br)cc1	-1.8	-6	-2.3	22	-2	-22	0	2	14
COc1ccc(C(C)NC(=O)c2ccc(Br)cc2)cc1OC (centres undefined)	-1.1	-7	-0.2	-8	/	21	-4	5	-3
CCOC(=O)c1sc2nc(C)nc(Nc3ccc(OC)c(OC)c3)c2c1C	0.4	-12	-0.2	/	-5	-5	6	2	3
CN(C(=O)COC(=O)c1cccnc1Nc1cccc(C(F)(F)F)c1)C1CCS(=O)(=O)C1 (centres undefined)	1.0	-6	1.2	-4	-8	0	-5	1	7
COc1ccc(NC(=O)CN2C(=O)CSc3ccc(S(=O)(=O)N4CCC(C)CC4)cc32)cc1	-0.2	17	-0.2	-11	-2	21	0	1	-5
Cc1ccc(S(=O)(=O)Nc2ncccn2)cc1	0.9	2	0.6	-4	10	18	-3	1	-3
CC(C)Oc1nc(-c2ccccc2O)nc2ccccc12	-0.5	-14	0.2	-3	-11	1	-5	10	3
COC(=O)c1cc(NC(=O)C2COc3ccccc3O2)cc(C(=O)OC)c1 (centres undefined)	0.5	10	-0.1	1	0	1	1	4	0
Cn1nc2sc3ccccc3n2c(=O)c1=O	-2.2	-8	-0.6	6	11	-4	-3	2	5
CCc1ccc(NC(=O)CSc2nnc(CNC(=O)c3ccco3)o2)cc1	0.5	15	0.1	28	-1	2	0	0	-4
CCCOc1ccc(C(=O)CCNc2ccc(C)c(Cl)c2)cc1	0.1	-7	0.2	11	-1	-8	-3	3	-1
C/C(=C\c1ccccc1)C(=O)Nc1nc2ccc([N+](=O)[O-])cc2s1	1.0	0	0.4	6	-2	5	7	0	0

A second format for some results above:
| molecule | D2 agonist | D1 antagonist | TRHR ag | D2 potentiator | RXFP1 antag | D2 antagonist | D1 potentiator | D1 ag | TRHR PAM |
| --- | --- | --- | --- | --- | --- | --- | --- | --- | --- |
| CCc1ccc(NC(=O)CSc2nnc(CNC(=O)c3ccco3)o2)cc1 | 0.5 | 15 | 0.1 | 28 | -1 | 2 | 0 | 0 | -4 |
| CCCOc1ccc(C(=O)CCNc2ccc(C)c(Cl)c2)cc1 | 0.1 | -7 | 0.2 | 11 | -1 | -8 | -3 | 3 | -1 |

Next results follow.
SMILES	D2 agonist	D1 antagonist	TRHR ag	D2 potentiator	RXFP1 antag	D2 antagonist	D1 potentiator	D1 ag	TRHR PAM
COc1ccc(CNC(=O)C2CCN(S(=O)(=O)c3ccc4c(c3)CC(C)N4C(C)=O)CC2)cc1 (centres undefined)	0.4	-16	-0.3	-2	-5	-15	-2	-1	-1
CC(NCc1ccc(S(N)(=O)=O)cc1)C(=O)NCc1ccccc1 (centres undefined)	2.4	-6	1.2	9	0	-11	5	3	-6
N#Cc1ccc(CSc2nnc3ccccn23)cc1	0.1	5	0.4	4	6	-3	-2	1	-11
O=C(COc1cccc(C(F)(F)F)c1)Nc1cccnc1	-0.8	-31*	0.2	-7	1	-8	0	2	-4
CCn1c(=O)c(C(=O)NNC(=O)c2ccccc2Cl)c(O)c2ccccc21	-2.9	16	-0.7	/	?	-17	-4	66*	9
Cc1cc(=O)oc2cc(OCC(=O)N3CCN(c4ccc(F)cc4)CC3)ccc12	-0.7	0	-0.7	7	-6	20	6	1	5
Cc1ccc(SCC(=O)NC(=O)NCc2ccccc2)c(C)c1	0.1	7	0.2	6	-4	-1	-2	11	1
CCc1ccc(C(=O)Nc2ccc3nc(C)ccc3c2)cc1	/	-31*	-0.6	/	-11	/	-10	2	4
CCOC(=O)C1=NOC(CNC(=O)c2ccccc2Cl)C1 (centres undefined)	-0.7	-5	0.9	7	-12	0	-2	7	4
O=C(NC(=S)N1CCN(c2ccc([N+](=O)[O-])cc2)CC1)c1ccccc1Cl	0.5	-4	0.4	8	-8	5	-2	-1	1

An excerpt from above in order of heavy-atom count, descending.
SMILES	D2 agonist	D1 antagonist	TRHR ag	D2 potentiator	RXFP1 antag	D2 antagonist	D1 potentiator	D1 ag	TRHR PAM
Cc1cc(=O)oc2cc(OCC(=O)N3CCN(c4ccc(F)cc4)CC3)ccc12	-0.7	0	-0.7	7	-6	20	6	1	5
O=C(NC(=S)N1CCN(c2ccc([N+](=O)[O-])cc2)CC1)c1ccccc1Cl	0.5	-4	0.4	8	-8	5	-2	-1	1
CCc1ccc(C(=O)Nc2ccc3nc(C)ccc3c2)cc1	/	-31*	-0.6	/	-11	/	-10	2	4
CCOC(=O)C1=NOC(CNC(=O)c2ccccc2Cl)C1 (centres undefined)	-0.7	-5	0.9	7	-12	0	-2	7	4

Next structures follow:
SMILES	D2 agonist	D1 antagonist	TRHR ag	D2 potentiator	RXFP1 antag	D2 antagonist	D1 potentiator	D1 ag	TRHR PAM
Cc1ccc(CNC(=O)c2cccc3c2C(=O)c2ccc(N4CCOCC4)cc2S3(=O)=O)cc1	1.9	/	2.4	2	/	-4	-3	49*	3
CCOC(=O)c1nn(C23CC4CC(CC(C4)C2)C3)c2c1C(=O)N(c1ccc(C)cc1)C2=O	-0.4	1	0.0	5	-21	21	-1	2	2
CCc1ccc(NC(=O)CN2C(=O)CCSc3ccccc32)cc1	-0.5	18	-0.2	-2	/	/	0	2	3
COC(=O)C1(c2ccccc2)NC(c2ccc(O)cc2)C2C(=O)N(c3ccc4c(c3)OCO4)C(=O)C21 (centres undefined)	-0.3	-56*	-0.5	-9	14	0	-5	0	-1
CCOC(=O)c1ccc(NC(=O)c2cc(S(=O)(=O)N3CCOCC3)ccc2O)cc1	-0.2	6	-0.1	1	-14	-2	-1	2	-8
COc1ccccc1N1CCNC(C)C1=O (centres undefined)	-1.2	10	0.2	8	4	3	-6	2	6
Cc1cc(/C=C2/NC(=S)NC2=O)c(C)n1-c1cccnc1	0.5	5	1.6	6	-8	-31	1	-1	0
CC(C)c1ccc(Nc2ncccc2C(=O)O)cc1	-0.6	-3	-1.4	23	-37	5	-1	4	-1
Cc1ccccc1OCC(=O)Nc1nnc(-c2ccncc2)s1	-1.6	-7	-0.3	-8	?	7	-5	3	-6
CCNC(=S)N(CCc1c(C)[nH]c2ccccc12)Cc1cccnc1	/	-10	-0.7	/	5	/	-2	1	-7
C=CCN(c1ccccc1Cl)S(=O)(=O)c1cccc(C(=O)NCCc2ccc(OC)cc2)c1	1.0	-32*	0.6	-15	0	6	-8	3	1
Fc1ccccc1NC(=S)NCc1ccccc1	-0.1	-12	-0.3	-10	-2	-13	-1	5	-8
COc1ccc(CCNC(=O)C(=O)Nc2ccc3nc4n(c(=O)c3c2)CCCCC4)cc1OC	0.2	-15	-0.1	-3	2	20	4	0	28
CC1=CC(C)(C)N(C(=O)CSc2nnc(N)s2)c2cc(C)c(C)cc21	-0.3	-2	-0.7	-8	-4	11	-1	2	-3
Fc1ccc(-c2n[nH]c(=S)n2CC2CCCO2)cc1 (centres undefined)	-0.3	-4	-0.4	17	-18	-13	-9	-1	8
CCc1ccc(Nc2sc(C(=O)c3ccccc3)c(N)c2S(C)(=O)=O)cc1	-0.6	18	-0.2	2	-37	/	1	2	0
COc1ccc(N(CC(=O)NC(C)(C)C)C(=O)CCC(=O)Nc2nccs2)c(OC)c1	0.4	-31*	-0.1	11	9	8	-6	-1	-4
CC(C)CSc1nc2ccccc2n1CC(N)=O	0.0	5	-0.1	-24	3	11	0	1	14
